Screening results deposited in PubChem by Broad Institute.
E-selectin induc: E-selectin induction in HUVECs, primary screen, imaging, HUVEC, immunofluorescence imaging, single point | P16581 | normalized: neutral wells 0, TNF-alpha wells 100 | activation, % at 7.58 µM | hit rate 0.37% among 260,000 | AID 686992, 2013;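 active = mean E-selectin-positive cell signal at least 10% of the positive control, reached in at least 60% of replicates, without over 20% cell loss; inconclusive = no rule given, readout overlaps actives, possibly toxicity-flagged; inactive = the rest, including those meeting only one limit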;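 note: in these data hits start at about 27%; measured in HUVEC primary endothelial cells; signal is the percent of cells scored E-selectin positive by PE staining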
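assay system = HUVEC, human umbilical vein endothelial cells | input = 3,000 HUVEC seeded per well | medium = EGM-2 growth medium on 0.1% gelatin-coated wells | dosing = one compound dose added by pin transfer | signal = immunofluorescence imaging | read-out basis = % PE-positive cells | control set = TNF-alpha, DMSO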
SIRT5 inh: SIRT5 desuccinylase inhibitors, primary screen, biochemical, fluorescence imaging, single point, set 5 | Purified SirT5, succinyl-peptide AMC, trypsin-coupled fluorescence | inhibition, % at 15 µM | hit rate 1.1% among 330,000 | AID 652115, 2013; in the data active = inhibition above about 15%; inconclusive = no clear call, values can overlap the other calls
Target sequence (Q9NXA8 whole entry, looked up): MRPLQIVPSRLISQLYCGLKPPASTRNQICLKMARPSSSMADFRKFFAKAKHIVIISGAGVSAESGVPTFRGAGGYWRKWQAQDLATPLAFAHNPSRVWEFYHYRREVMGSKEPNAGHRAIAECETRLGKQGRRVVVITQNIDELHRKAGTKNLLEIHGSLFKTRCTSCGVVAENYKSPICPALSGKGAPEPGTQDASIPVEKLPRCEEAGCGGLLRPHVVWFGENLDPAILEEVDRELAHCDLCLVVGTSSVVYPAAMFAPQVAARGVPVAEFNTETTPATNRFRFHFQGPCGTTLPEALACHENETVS
DENV2 CPE: inhibitors of DENV2 cytopathic effect, primary screen, cell-based, plate reader, single concentration | DENV2-infected cells, cytopathic effect rescue | CPE inhibition, % at 9.99 µM | hit rate 1.7% among 350,000 | AID 651640, 2012; in the data active = CPE inhibition above about 20%, passing the limit was not always enough; inconclusive = no clear call, values can overlap the other calls; tested in BHK-21 cells;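 note: 0% = median of neutral control wells and 100% = median of positive control wells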
Statin myotox sup: suppressors of statin myotoxicity in C2C12 myotubes, primary screen, cell-based, single point, plate reader; C2C12 myotubes + simvastatin, ATP luminescence, 48 h; scaled: DMSO 0, geranylgeraniol control 100; rescue of ATP level, % at 7.49 µM; hit rate 0.78% among 330,000; AID 602340, 2012;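 active = mean ATP rescue above about 67%, or every replicate alone reaching that limit, limit read from the data, passing the limit was not always enough; inconclusive = no clear call, values can overlap the other calls; inactive = mean under the limit and some replicate under it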;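 note: myotubes were challenged with 10 µM simvastatin during compound exposure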
PglD inh: C. jejuni PglD acetyltransferase inhibitors, primary screen, biochemical, DTNB colorimetric, single point; UDP-N-acetylbacillosamine N-acetyltransferase PglD (Campylobacter jejuni); purified PglD enzyme, DTNB colorimetric CoA detection; inhibition, % at 12.5 µM; hit rate 0.098% among 360,000; AID 602405, 2012; in the data active = inhibition above about 16%, passing the limit was not always enough; inconclusive = no clear call, values can overlap the other calls; note: strong numbers were not always called active
ERp5 inh: inhibitors of ERp5-driven insulin aggregation, primary screen, biochemical, turbidity, absorbance 650 nm, single point. 90 min. inhibition, % at 9.99 µM. hit rate 0.05% among 350,000. Protein disulfide-isomerase A6 (Homo sapiens), Q15084;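 active = mean replicate inhibition above about 25%, with every replicate also reaching it, limit read from the data, passing the limit was not always enough; inconclusive = only one of those two criteria met; inactive = neither criterion met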
Target sequence (Q15084 whole entry, looked up): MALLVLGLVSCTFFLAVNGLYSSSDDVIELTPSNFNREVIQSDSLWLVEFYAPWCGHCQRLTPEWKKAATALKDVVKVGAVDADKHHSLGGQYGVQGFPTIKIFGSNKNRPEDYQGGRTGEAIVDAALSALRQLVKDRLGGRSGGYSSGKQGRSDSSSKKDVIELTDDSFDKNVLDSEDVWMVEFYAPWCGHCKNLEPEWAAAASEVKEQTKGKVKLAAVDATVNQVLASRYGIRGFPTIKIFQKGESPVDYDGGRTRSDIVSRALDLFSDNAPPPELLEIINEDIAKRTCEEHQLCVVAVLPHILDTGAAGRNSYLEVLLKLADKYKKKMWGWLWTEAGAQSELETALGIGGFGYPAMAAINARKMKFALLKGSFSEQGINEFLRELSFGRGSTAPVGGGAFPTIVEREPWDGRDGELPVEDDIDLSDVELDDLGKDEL
S100A4 inh HTS: inhibitors of S100A4-myosin IIA peptide binding, primary screen, biochemical, fluorescence polarization, TAMRA-MyoIIA peptide | hit rate 0.14% among 360,000 | Protein S100-A4 (Homo sapiens), P26447 | inhibition, % at 10.7 µM;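 active = mean inhibition of at least 70% across replicates, with every replicate also reaching that level; inconclusive = mean inhibition reaches 70% but some replicates fall short; inactive = mean inhibition below 70%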
Target sequence (P26447 whole entry, looked up): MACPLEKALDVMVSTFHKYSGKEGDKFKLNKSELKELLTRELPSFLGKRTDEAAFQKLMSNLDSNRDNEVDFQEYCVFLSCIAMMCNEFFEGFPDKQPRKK
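System – human S100A4 monomer protein, biochemical binding assay · Buffer or medium – Calcium-containing HEPES buffer, pH 7.2 · Timing – 5 min between mix addition and reading · Also added – TAMRA-labelled myosin IIA heavy-chain peptide probe, 5 nM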
Starred values were filed as active, the others as inactive; ? = inconclusive; / = not tested or not shown; & = joins results of further samples. An excerpt; rates above refer to the full screens.

molecule	ERp5 inh	Statin myotox sup	DENV2 CPE	E-selectin induc	PglD inh	SIRT5 inh	S100A4 inh HTS
COc1ccc(NC(=O)N[C@H]2CC[C@H](CCNC(=O)CCN3CCCCC3)O[C@@H]2CO)cc1	6	-1	11	0.0	-1	-5	-13
CCCNC(=O)N[C@H]1CC[C@@H](CCn2cc(C3CCCC3)nn2)O[C@H]1CO	22	-11	-1	0.0	-2	-2	/
C[C@H](CO)N1C[C@H](C)[C@H](CN(C)C(=O)Nc2cccc3ccccc23)OCCCC[C@H](C)Oc2ccc(NC(=O)NC3CCCCC3)cc2C1=O	0	/	5	/	4	10	-4
COc1ccc(/C=C/C(=O)OCC(=O)Nc2cccc(Oc3ccccc3)c2)c(OC)c1	-5	/	-9	0.1	/	-1	3
COc1cc(/C=C/C(=O)O)cc(S(=O)(=O)NCc2ccco2)c1OC	2	/	1	5.1	/	0	1
c1cc(CN2CCCCC2)cc(OCCCNc2nc3ccccc3s2)c1	3	-14	-7	-0.1	-1	1	-1
CNC(=O)NNC(=O)c1csc(-c2ccc(C(F)(F)F)cc2Cl)n1	2	7	3	-0.1	-3	-6	3
NC(=O)CCS(=O)(=O)CCN1CCN(S(=O)(=O)c2ccc3c(c2)CCC3)CC1	-1	3	0	1.3	1	-5	36
CCc1cccc2c(SCC(=O)NCC3CCCO3)nc(-c3ccc(F)cc3)nc12 (configuration not stated)	4	63	6	/	-3	1	-2
CCC(C)C(=O)Nc1nnc(SCC(=O)NC2CCCCC2)s1 (configuration not stated)	0	3	-1	/	7	-2	-3
C[C@H]1CN([C@@H](C)CO)C(=O)c2cccc(NC(=O)Nc3ccc(C(F)(F)F)cc3)c2O[C@H]1CN(C)Cc1ccc2c(c1)OCO2	-12	18	6	0.4	-3	10	-3
C/C(=N\NC(=O)c1ccc(C)cc1)c1c(C)[nH]n(-c2ccccc2)c1=O	-2	5	-14	/	-4	-10	2
Cc1ccc(S(=O)(=O)N(C)C[C@H]2Oc3ccc(NC(=O)Nc4ccc5c(c4)OCO5)cc3CC(=O)N([C@H](C)CO)C[C@H]2C)cc1	14	-28	1	2.4	3	1	-1
O=C(Nc1ccc2c(c1)OCO2)N[C@@H]1C=C[C@@H](CC(=O)N2CCN(c3ccccc3)CC2)O[C@@H]1CO	2	17	5	-0.1	2	3	4
CC(=O)N(C)C[C@@H]1Oc2cc(-c3ccc(F)cc3)ccc2S(=O)(=O)N([C@@H](C)CO)C[C@@H]1C	-5	10	-3	0.5	0	-1	3
Cc1nc2c(o1)CCc1ccccc1C2N1CCN(C)CC1 (configuration not stated)	1&-6&-3	-1&8	-3&5&19	5.5	3	-2&0&2	-1&5&-3
COc1cc(NC(=O)NC2Cc3ccccc3C2)cc(OC)c1	-1	35	-1	0.1	0	-6	1
Cc1occc1C(=O)N=Nc1c(O)n(C)c2ccccc12	/	4	/	0.1	5	/	/
COc1ccc2nc(COC(=O)c3cccc([N+](=O)[O-])c3)c(C(C)=O)[n+]([O-])c2c1	3	/	4	/	/	-5	1
CC(C)NC(=O)Nc1ccc2c(c1)C(=O)N([C@@H](C)CO)C[C@H](C)[C@H](CN(C)C(=O)CCC(F)(F)F)OCCCC[C@@H](C)O2	0	/	6	-0.3	0	1	1
CCC(=O)N1CCc2cc(S(=O)(=O)NCCC(=O)NCc3ccc(F)cc3)ccc21	13	3	11	0.0	-4	-2	11
CC(C)[C@H](NC(=O)c1ccccc1)C(=O)OCC(=O)c1ccccc1F	-1	/	-2	1.4	/	-3	-1
O=C(NCCCN1CCCC1=O)C1CCN(S(=O)(=O)c2ccccc2)CC1	0	-2	-3	/	-3	-1	2
O=C(Cc1c[nH]c2ccccc12)N1CCN(c2ccccc2)CC1	-1	/	-2	/	/	-4	-3
CCOC(=O)c1c(NC(=O)CN2CCN(c3cccc(Cl)c3)CC2)sc(C)c1C	-2	/	1	3.6	/	-3	-4
COc1ccc(S(=O)(=O)N(C)C[C@H]2Oc3ccc(NC(=O)C4CC4)cc3CC(=O)N([C@H](C)CO)C[C@H]2C)cc1	2	0	5	-0.9	3	-1	-1
O=C(C[C@H]1C[C@@H]2c3cc(NC(=O)c4cccnc4)ccc3O[C@@H]2[C@@H](CO)O1)NCc1cc(F)ccc1F	-1	3	1	-0.2	0	-2	-10
CN(C)C(=O)C[C@@H]1C[C@H]2c3cc(NS(=O)(=O)c4ccccc4)ccc3O[C@H]2[C@@H](CO)O1	0	-6	0	-0.6	2	-4	-1
O=C(O)C1=C[C@@H](c2ccc(F)cc2)C[C@@H](OCCCCO)O1	12	-5	?	0.7	-4	-5	-19
O=C(CSc1cn[nH]n1)Nc1ccc(Cl)cc1Cl	0	14	-1	0.2	-5	-1	3
O=C(CC1CCC1)Nc1cccc2c([N+](=O)[O-])cccc12	4	/	5	0.0	-1	-3	-5
O=C(O[C@@H](C(=O)O)[C@@H](OC(=O)c1ccccc1)C(=O)O)c1ccccc1	-1	9	-1	/	0	/	11
O=C(NC1CCSc2ccccc21)c1ccc([N+](=O)[O-])cc1 (configuration not stated)	1	2	-5	-0.5	1	3	-6
CCCCN(C(=O)c1c(C)noc1C)c1c(N)n(CCCC)c(=O)[nH]c1=O	1	-3	-4	/	-3	1	-1
O=C(c1ccc(N2CCOCC2)nc1)N1CCCCC1	5	9	0	/	5	-2	-19
Cc1cc(C)n2nc(SCC(=O)Nc3ccccc3)nc2n1	1	6	3	2.1	-3	-3	-2
O=C1CCC[C@@H]2[C@@H](Cc3ccccc3)[C@H](N3CCN(c4ccccc4)CC3)C[C@@H]3CCN1[C@@H]32	7	32	-4	-0.1	3	4	0
COc1ccc(NC(=O)CSc2ccc3ccccc3c2)cc1S(=O)(=O)N1CCCCC1	5	/	1	/	/	/	-2
O=C1O[C@@H](c2ccccc2)[C@@H](c2ccccc2)N2[C@@H](c3ccc(OCCO)cc3)[C@]3(C(=O)Nc4ccc(C#CC5=CCCCC5)cc43)[C@@H](C(=O)NC[C@H](O)c3ccccc3)[C@H]12	7	/	3	/	4	12	-9
Cc1ccc(-n2ncc3c(SCC(=O)NNC(=O)C(C)C)ncnc32)cc1	-7	-3	-1	-0.2	0	-3	-3
Cc1ccc(C)c(NC(=O)CSc2nnc(CNC(=O)c3ccco3)o2)c1	0	7	-7	0.2	-5	14	1
O=C(NCc1ccccc1)c1onc(CSc2ccccc2)c1C(=O)NCC1CC1	-5	5	?	0.1	-3	6	-1
CC1(C(=O)Nc2ccc3c(c2)OCCO3)CN(S(C)(=O)=O)CC(=O)N1CCc1c[nH]c2ccccc12 (configuration not stated)	0	/	5	-1.9	/	-6	-1
CCNC(=O)C1(C)CCN(C(=O)c2ccccc2C(F)(F)F)C1 (configuration not stated)	6	2	5	0.0	5	/	-4
C[C@@H]1CN([C@H](C)CO)C(=O)Cc2cc(NS(=O)(=O)c3cccs3)ccc2O[C@H]1CN(C)Cc1ccc(Cl)c(Cl)c1	-8	44	-7	-2.3	-3	6	-28
CNC[C@H]1Oc2ccc(NC(=O)NC(C)C)cc2C(=O)N([C@H](C)CO)C[C@H]1C	5	8	/	-4.9	-1	-1	7
O=C(Cc1ccc([N+](=O)[O-])cc1)Oc1ccccc1	1	5	-10	1.9	-3	2	-4
O=C1O[C@H](c2ccccc2)[C@H](c2ccccc2)N2[C@H]1[C@@H](C(=O)Nc1nc3ccccc3s1)[C@]1(C(=O)Nc3ccc(C#CCCO)cc31)[C@H]2c1ccc(OCCO)cc1	5	/	4	/	-2	7	3
COc1ccc(F)cc1S(=O)(=O)N1CCCCC1	-5	5	-3	0.0	/	-6	-4
CCOc1ccc(NC(=O)CN(C)C(=O)c2ccccc2-n2cnnn2)cc1OCC	-7	/	1	0.5	/	-1	-10

(more compounds)
molecule	ERp5 inh	Statin myotox sup	DENV2 CPE	E-selectin induc	PglD inh	SIRT5 inh	S100A4 inh HTS
O=S(=O)(Nc1ncccn1)c1ccc(F)cc1	3	2	0	/	-3	-3	-17
COc1cccc(NC(=O)CN(C)C(=O)c2csc3c2CCCC3)c1	5	15	-3	0.4	-1	0	-2
C[C@@H]1CCCCO[C@@H](CN(C)CC2CCCCC2)[C@@H](C)CN([C@H](C)CO)C(=O)c2cc(NS(C)(=O)=O)ccc2O1	1	1	-20	0.2	1	-1	-1
CC(=O)c1ccc(NC(=O)CSc2nnc(NC(=O)C3CC3)s2)cc1	-1	2	-10	-1.4	-9	-2	5
CCCC#Cc1ccc([C@@H]2[C@@H](C#N)N(S(C)(=O)=O)[C@@H]2CO)cc1	0	10	-2	-0.3	9	1	3
COc1cc(CNc2ncnc3c2ncn3[C@H]2CN(Cc3ccc(F)cc3)C[C@@H](CO)O2)cc(OC)c1OC	1	4	1	-0.1	-7	/	3
CN1CCN(C(=S)NC(=O)c2ccccc2Br)CC1	-3	/	4	/	-2	0	-1
COCC(=O)N1CC2(C1)[C@@H](c1ccc(-c3ccc(F)cc3)cc1)[C@@H](CO)N2C(C)=O	2	/	-8	-0.2	/	0	4
C[C@H](CO)N1C[C@H](C)[C@@H](CN(C)Cc2ccncc2)Oc2c(NS(=O)(=O)c3ccccc3)cccc2C1=O	-4&5	-13&1	5&-16	0.1&-0.2	0&3	-4&-1	-32&3
COc1ccc(OC)c(CN(CC(F)(F)F)S(=O)(=O)c2ccccc2Br)c1	-2	/	7	-0.4	/	/	-2
O=C(C[C@@H]1C=C[C@H](NC(=O)C2CC2)[C@@H](CO)O1)NCCCN1CCOCC1	1	-2	-2	0.5	1	3	-2
Cc1nn(C)c(C)c1NS(=O)(=O)c1ccccc1Cl	4	-1	-1	/	2	0	1
COc1ccc(S(=O)(=O)N(C)C[C@@H]2OCCCC[C@@H](C)Oc3ccc(NS(=O)(=O)c4c(C)noc4C)cc3C(=O)N([C@H](C)CO)C[C@H]2C)cc1	-2	/	-6	0.1	0	6	-3
CCC(=O)Nc1ccc2c(c1)OC[C@@H](C)N(C(=O)NC1CCCCC1)C[C@@H](C)[C@H](OC)CN(C)C2=O	4	10	-1	-0.2	3	0	-2
CCCN(C(=O)c1ccc(N(C)S(=O)(=O)c2ccc(C)cc2)cc1)C1CCS(=O)(=O)C1 (configuration not stated)	1	10	5	1.6	4	-3	-3
CCN(C[C@@H]1[C@@H](c2ccccc2)[C@H](CO)N1S(C)(=O)=O)C(=O)C1CCC1	/	9	0	0.1	1	/	/

An excerpt from above with just ERp5 inh, S100A4 inh HTS and E-selectin induc.
| mol | ERp5 inh | S100A4 inh HTS | E-selectin induc |
| --- | --- | --- | --- |
| COc1ccc(S(=O)(=O)N(C)C[C@@H]2OCCCC[C@@H](C)Oc3ccc(NS(=O)(=O)c4c(C)noc4C)cc3C(=O)N([C@H](C)CO)C[C@H]2C)cc1 | -2 | -3 | 0.1 |
| O=C(C[C@@H]1C=C[C@H](NC(=O)C2CC2)[C@@H](CO)O1)NCCCN1CCOCC1 | 1 | -2 | 0.5 |
| CCCN(C(=O)c1ccc(N(C)S(=O)(=O)c2ccc(C)cc2)cc1)C1CCS(=O)(=O)C1 (configuration not stated) | 1 | -3 | 1.6 |
